# GLS inhibitor: qHTS for Inhibitors of Glutaminase (GLS). 410,000 tested, 0.21% active. Glutaminase kidney isoform, mitochondrial (Homo sapiens), O94925. Potency, µM (titrated, usually from 45.5 µM), for inactives: at the highest dose activity change, negative = inhibition, hits mostly inhibitors. GLS enzymatic activity, qHTS titration; further: potency means the concentration at half of the fitted maximal effect; on the % scale 0 is the no-effect control and ±100 the full control effect
# Target sequence (O94925 whole entry, looked up, canonical isoform): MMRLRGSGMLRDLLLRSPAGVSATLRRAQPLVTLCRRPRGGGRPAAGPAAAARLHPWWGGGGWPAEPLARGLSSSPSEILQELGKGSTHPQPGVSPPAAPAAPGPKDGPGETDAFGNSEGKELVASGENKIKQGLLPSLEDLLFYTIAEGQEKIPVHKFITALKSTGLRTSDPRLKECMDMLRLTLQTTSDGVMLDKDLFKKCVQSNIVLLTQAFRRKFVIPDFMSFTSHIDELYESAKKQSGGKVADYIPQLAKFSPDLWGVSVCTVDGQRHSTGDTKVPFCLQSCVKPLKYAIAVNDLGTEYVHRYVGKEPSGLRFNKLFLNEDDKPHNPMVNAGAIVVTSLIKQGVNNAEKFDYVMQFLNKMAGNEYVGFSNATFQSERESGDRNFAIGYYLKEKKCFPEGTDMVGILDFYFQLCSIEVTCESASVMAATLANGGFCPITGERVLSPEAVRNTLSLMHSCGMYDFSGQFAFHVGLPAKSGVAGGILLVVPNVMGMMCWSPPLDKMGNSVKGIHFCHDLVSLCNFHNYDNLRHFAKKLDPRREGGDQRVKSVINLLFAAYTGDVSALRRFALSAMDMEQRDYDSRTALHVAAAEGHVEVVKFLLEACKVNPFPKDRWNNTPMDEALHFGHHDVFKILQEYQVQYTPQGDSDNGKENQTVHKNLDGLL
#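 Compounds were pin-transferred onto hKGA, after which L-glutamine (1 mM solution) and a detection mix of glutamate oxidase, HRP and Amplex Red were added. Initial and 30 min RT fluorescence reads were collected.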
# JMJD2A Tudor: qHTS Assay for Inhibitors of JMJD2A-Tudor Domain; 390,000 tested, 4.4% active; AID 504339, 2011; Lysine-specific demethylase 4A (Homo sapiens), O75164; AlphaScreen JMJD2A-Tudor / H3K4me3 peptide binding; Potency, µM (titrated, usually from 114 µM), for inactives: top-dose activity change, negative = inhibition, usual class: inhibitors; further: potency means the concentration at half of the fitted maximal effect; on the % scale 0 is the no-effect control and ±100 the full control effect; nearly all actives have a fitted effect of over 50% in size
# HP1b binding inh: HTS for Inhibitors of HP1-beta Chromodomain Interactions with Methylated Histone Tails; Chromobox protein homolog 1 (Homo sapiens), P83916; 390,000 tested, 0.56% active; Potency, µM (series often up to 114 µM), for inactives: top-dose activity change, negative = inhibition, actives largely listed as inhibitors; AID 540317, 2011; AlphaScreen HP1-beta / biotin-H3K9me3 peptide binding; further: potency means the concentration at half of the fitted maximal effect; nearly all actives have a fitted effect of over 70% in size; inactives centre near 23
# Target sequence (P83916 whole entry, looked up): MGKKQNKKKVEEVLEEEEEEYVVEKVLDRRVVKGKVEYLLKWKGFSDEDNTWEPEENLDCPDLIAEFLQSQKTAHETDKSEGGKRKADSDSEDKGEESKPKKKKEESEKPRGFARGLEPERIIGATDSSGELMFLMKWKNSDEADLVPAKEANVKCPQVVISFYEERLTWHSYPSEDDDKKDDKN
#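 AlphaScreen: HP1-beta (50 nM) preformed 30 min with biotin-H3(1-18)K9me3 peptide (50 nM) in PBS pH 7.4, 0.01% Tween-20. Compound added for 30 min at RT, then streptavidin donor/nickel chelate acceptor beads (10 ug/mL) for 30 min.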
# BAZ2B inh: qHTS Assay for Inhibitors of BAZ2B | 360,000 tested, 4.4% active | AID 504333, 2011 | Potency, µM (titrated, usually from 114 µM), for the others: top-dose activity change, negative = inhibition, most hits filed as inhibitors | AlphaScreen BAZ2B-H3K14Ac peptide displacement; further: potency means the concentration at half of the fitted maximal effect; on the % scale 0 is the no-effect control and ±100 the full control effect; nearly all actives have a fitted effect of over 60% in size
#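 Complex of BAZ2B and biotin-H3K14Ac (50 nM apiece) forms over 30 min at RT, then faces library compounds up to 110 uM for another 30 min; AlphaScreen beads added, 20 min dark incubation, luminescence read.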
# Pin1 inhibitor: qHTS Assay to Find Inhibitors of Pin1 | Peptidyl-prolyl cis-trans isomerase NIMA-interacting 1 (Homo sapiens), Q13526 | Pin1 FP peptide displacement, HiFluor488, 10 min | Potency, µM (series often up to 115 µM), for inactives: at the top dose activity, negative = inhibition, actives largely listed as inhibitors | 390,000 tested, 0.009% active | AID 504891, 2011; active means well fitted inhibition curve with a large enough effect in the polarisation, with a control signal flat, not every such curve was filed as active; inconclusive means small, poorly fitted or top-dose-only effect, or effect the other way, or a change in a side signal; inactive means no such curve, though single readings can be large or run the other way; the % refers to the polarisation; further: potency means the concentration at half of the fitted maximal effect; on the % scale 0 is the no-effect control and ±100 the full control effect
# Target sequence (Q13526 whole entry, looked up): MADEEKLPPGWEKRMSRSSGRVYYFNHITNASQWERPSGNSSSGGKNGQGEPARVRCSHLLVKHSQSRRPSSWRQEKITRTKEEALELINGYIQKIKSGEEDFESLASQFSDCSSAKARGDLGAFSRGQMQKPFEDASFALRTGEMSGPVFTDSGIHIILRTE
# ERG-DNA inh: qHTS for Small Molecule Inhibitors of the ERG Ets/DNA interaction. Transcriptional regulator ERG (Homo sapiens), P11308. fluorescence polarization, His-ERG Ets domain / labelled DNA. Potency, µM (top dose mostly 76.9 µM), inactives show at the highest dose FP activity, negative = inhibition, hits mostly inhibitors. 370,000 tested, 0.028% active. AID 624246, 2012; active means well fitted inhibition curve with a large enough effect in the polarisation, with a control signal flat; inconclusive means small, poorly fitted or top-dose-only effect, or effect the other way, or a change in a side signal; inactive means no such curve, though single readings can be large or run the other way; the % refers to the polarisation;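 further: polarization taken with two DNA probes labelled with fluorescein and Texas red; potency means the concentration at half of the fitted maximal effect; % of control where 0% means no effect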
#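 His-tagged ERG Ets domain (1 uM in the protein solution; 300mM KCl, 50mM Tris-HCl, 1mM EDTA, 1mM DTT, pH 7.5) received compound, then a probe mix of 5 nM fluorescein-DNA and 100nM Texas-615-DNA. Fluorescence polarization was read for both dyes.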
# PI4K2A block: qHTS for small molecular inhibitors of PI4K2A; Phosphatidylinositol 4-kinase type 2-alpha (Homo sapiens), Q9BTU6; purified PI4K2A, ADP-Glo luminescence, 1 h; hits give low values; activity change, negative = inhibition, % at 76.9 µM; 420,000 tested, 0.13% active; in the data active means activity change below about -50%; inconclusive means mostly about -30% to -49%;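 further: -100% = wells without enzyme as full effect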
#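 In this quantitative HTS, ADP production by PI4K2A was quantified luminescently after 1 h at ambient temperature; 100 microM adenosine served as plate-quality control.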
# G9a block: qHTS Assay for Inhibitors of Histone Lysine Methyltransferase G9a; G9a H3K9 monomethylation, AlphaScreen, 2 h; Potency, µM (titrated, usually from 102 µM), inactives show top-dose activity, negative = inhibition, most hits filed as inhibitors; 350,000 tested, 8.8% active; further: potency means the concentration at half of the fitted maximal effect; on the % scale 0 is the no-effect control and ±100 the full control effect; nearly all actives have a fitted effect of over 75% in size
#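 Enzyme 20 nM + cpd, 15 min RT; add b-H3K9 pep 500 nM / SAM 20 uM; 2 h RT; anti-H3K9me1 Ab 0.5 ug/mL + SA donor / anti-rabbit acceptor beads 20 ug/mL each, 10 min; AlphaScreen read.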
# PGK inhibitor: qHTS Assay to Find Inhibitors of Phosphoglycerate Kinase. Phosphoglycerate kinase, glycosomal (Trypanosoma brucei brucei), P07378. PGK/GAPDH coupled, Kinase-Glo luminescence, 60 min. Potency, µM (doses to about 57.5 µM), without a hit: at the highest dose activity change, negative = inhibition, usual class: inhibitors. 380,000 tested, 0.043% active. AID 602233, 2012; further: potency means the concentration at half of the fitted maximal effect; on the % scale 0 is the no-effect control and ±100 the full control effect; nearly all actives have a fitted effect of over 60% in size
#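 Luminescent ATP detection (Kinase-Glo Plus) follows a 60-minute room-temperature incubation, with wells lacking PGK as controls. Buffer: 100 mM TEA (pH 7.6), 5 mM MgCl2, 0.01% Tween-20. Coupling enzyme GAPDH (100 nM final) supplies unstable 1,3-BPG in-well.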
# * marks the source's active call; other numbers are inactive results; i = inactive; ? = inconclusive; / = not tested or not shown; & = joins results of further samples; [ ] = remark or other dose. Unless noted, the call rests on the fitted dose curve; in most records, active means well fitted curve in the direction sought with a large enough effect; inconclusive means small, poorly fitted or top-dose-only effect, or another doubt; inactive means no such curve, though single readings can be large; an effect the other way counts as inactive or inconclusive.
GLS inhibitor	JMJD2A Tudor	HP1b binding inh	BAZ2B inh	Pin1 inhibitor	ERG-DNA inh	compound	PI4K2A block	G9a block	PGK inhibitor
5%	-25%	30%	0%	63%[activator]	8%	COC(=O)c1ccc(C23CC4(C2)[C@H](CN(Cc2ccc(-c5ccccc5)cc2)[C@@H]4c2ccccc2)C3c2ccc(Cl)nc2)cc1 (some centres undefined)	-2	?	-8%
6%	-12%	29%	-9%	-4%	1%	COCCNC(=O)C(=O)c1c(-c2ccccc2)[nH]c2ccccc12	0	5%[59 µM]	-9%
0%	-5%	-4%	-2%	0%	13%	Cc1ccc(S(=O)(=O)N2CCN(S(=O)(=O)N3CCCCC3)CC2)cc1C	-5	-2%[59 µM]	-6%
-1%	-10%	75%[activator]	-6%[57.1 µM]	5%	14%	COc1cc(-c2noc(C)c2C(=O)NCCO)cc(OC)c1OC	-2	/	-10%
2%	-15%	0%	-20%	-2%	-5%	Cc1ccccc1Nc1ccc([N+](=O)[O-])cn1	-1	-10%	i
-7%	-9%	20%	4%	-8%	0%	CC1(C)O[C@H]2[C@@H](O1)[C@@H](C(=O)Nc1cc(F)ccc1F)O[C@@H]1OC(C)(C)O[C@@H]12	-1	0%[59 µM]	5%
3%	-4%	39%[activator]	9%	5%	-3%	CCOc1ccc(NC(=O)CSc2cn[nH]n2)cc1	3	-14%	i
6%	-3%	64%[activator]	-4%	9%	-1%	COc1c(C)cccc1C(=O)Nc1ccc(Cl)c(-c2nc3cc(C)ccc3o2)c1	-3	47%[activator][59 µM]	-8%
-11%	-8%	28%	11%	2%	-16%	COc1cccc(NC(=O)C2CCCN(S(C)(=O)=O)C2)c1 (centres undefined)	2	/	-2%
1%	-25%	38%	-1%	?	-8%	O=C(NCc1nc2ccccc2[nH]1)C1=C[C@@H](C2CCCCC2)C[C@@H](OCCCCO)O1	0	9%[12.7 µM]	6%
2%	-4%	36%	5%	-1%	-16%	Cc1ccc(NS(=O)(=O)c2cccc(C(=O)N3CCOCC3)c2)cc1	0	-1%[59 µM]	-8%
-1%	79µM*	8%	20µM*	4%	0%	CCCC(=O)NC(c1ccc(OC)cc1)c1ccc2cccnc2c1O (centres undefined)	2	/	0%
1%	?	-11%	?	6%	3%	O=C1CCC(C(=O)Nc2ccccc2N2CCCC2)=NN1	-1	-6%[2.33 µM]	-3%
0%	-21%	16%	8%	-6%	-2%	CC(C)c1ccccc1NC(=O)c1ccco1	7	8%[59 µM]	-1%
-2%	-5%	29%	15%	2%	6%	CCCCCc1c(C)nc(Nc2ccccc2)[nH]c1=O	7	-10%[59 µM]	i
-5%	-24%	16%	-36%	1%	22%	O=C(O)c1ccccc1N1C(=O)C2C3c4ccccc4C(Br)(c4ccccc43)C2C1=O (centres undefined)	-3	-8%	i
4%	-3%	20%	-3%	4%	-8%	Cc1nc2ccccn2c1C(=O)N/N=C/c1ccccc1	2	8%[2.33 µM]	-2%
-3%	7%	22%	?	-5%	8%	O=C1C2C3C=CC(C2C(=O)N1CCCO)C1C2C(=O)N(CCCO)C(=O)C2C31 (centres undefined)	6	12%	5%
1%	-13%	16%	5%	7%	-7%	Cc1oc(-c2ccccc2F)nc1CS(=O)(=O)CC(=O)NCc1ccccc1Cl	-6	/	-5%
-5%	-35%	-28%	?	15%	-10%	O=S(=O)(Nc1cccc(-c2cn3c(n2)SCC3)c1)c1ccccc1F	-1	?	-1%
-1%	-6%	26%	0%	-1%	-10%	O=[N+]([O-])c1ccc(N2CCN(CCO)CC2)c2ncccc12	1	-8%[59 µM]	-1%
5%	5%	23%	1%	4%	8%	Cc1ccc(NC(=O)/C(C#N)=C/c2cccs2)c(C)c1	10	-10%[59 µM]	-2%
8%	1%	10%	-6%	4%	-7%	CCOc1ccc(-c2nc(CSc3nnc(N)s3)cs2)cc1	-4	-4%[12.7 µM]	-5%
9%	-18%	15%	-30%	3%	8%	COC(=O)CN1C(=O)C(C)(C)Oc2ccc(C(=O)Nc3ccccc3F)cc21	-2	9%	-2%
-31%	-26%	7%	?	-2%	-1%	COCCn1c(C)cc(C2=NNC(=NC3CC3)SC2)c1C	-15	40µM*	?

# The final two records of the part before come first, to join the parts.
GLS inhibitor	JMJD2A Tudor	HP1b binding inh	BAZ2B inh	Pin1 inhibitor	ERG-DNA inh	compound	PI4K2A block	G9a block	PGK inhibitor
9%	-18%	15%	-30%	3%	8%	COC(=O)CN1C(=O)C(C)(C)Oc2ccc(C(=O)Nc3ccccc3F)cc21	-2	9%	-2%
-31%	-26%	7%	?	-2%	-1%	COCCn1c(C)cc(C2=NNC(=NC3CC3)SC2)c1C	-15	40µM*	?
3%	-1%	42%[activator]	8%	?	23%	COc1ccccc1CNc1ncnc2c1cnn2-c1ccccc1	4	22%[59 µM]	i
0%	-14%	2%	-2%	-9%	?	O=C(CCl)N(Cc1cccc([N+](=O)[O-])c1)c1cccc(Cl)c1	30	0%	-1%
8%	-16%	28%	/	12%	-21%	Cc1sc2ncnc(N3CCN(S(=O)(=O)c4ccc(C(C)(C)C)cc4)CC3)c2c1C	-2	/	-5%
0%	-24%	27%	-2%	0%	/	O/N=C(/CCc1ccccc1)C1(O)CCCCC1	0	19%	0%
9%	-8%	30%	-5%	3%	5%	CCC(Sc1ccccn1)C(=O)Nc1nnc(C)s1 (centres undefined)	-5	-24%[12.7 µM]	4%
-18%	56µM*	?	?	11%	?	Cc1nc2ccc(NC(=O)c3cc([N+](=O)[O-])cc([N+](=O)[O-])c3Cl)cc2s1	-20	6.3µM*	i
-9%	-12%	54%[activator]	/	1%	11%	COC(=O)c1cccc(Nc2ncnc3sccc23)c1	2	35µM*	i
0%	-10%	13%[57 µM]	1%	-2%	-4%	CC(=O)N1CC(C)Sc2ccc(S(=O)(=O)NCc3ccc(F)cc3)cc21 (centres undefined)	3	-20%	2%
-3%	8%	44%[activator]	-8%	12%	-27%	CCOC(=O)C1=C(N)c2ccccc2CC1C1CCCC1 (centres undefined)	1	10%[12.7 µM]	i
-2%	-3%	41%[activator]	-20%	0%	0%	Cc1cc(NC(=O)Cc2ccccc2)c2ccccc2n1	7	9%[59 µM]	5%
3%	-8%	11%	-18%	0%	-7%	Cc1ccccc1OCC1Cn2c(nc3c2c(=O)[nH]c(=O)n3C)O1 (centres undefined)	5	41%	-12%
0%	14%	18%	-5%	4%	2%	COC(=O)c1cc(C(=O)OC)n(Cc2ccc(Cl)cc2Cl)n1	-3	8%[2.33 µM]	i
0%	-8%	24%[57 µM]	5%	-7%	2%	O=C(Cc1ccc(F)cc1)NCCc1csc2nc(-c3ccc(Cl)cc3)nn12	0	3%[59 µM]	-6%
1%	6%	42%[activator]	-11%	-4%	4%	S=C(Nc1ccccc1)N1CCOCC1	1	-24%	-14%
9%	-8%	18%	-4%	5%	-12%	O=C(Nc1ccc(OC(F)F)cc1)c1cc(S(=O)(=O)N2CCOCC2)ccc1F	-2	20%	8%
4%	-15%	14%	-8%	2%	-3%	CN(C)CCn1c(=N)n(CC(O)c2ccc(Cl)c(Cl)c2)c2ccccc21 (centres undefined)	3	45µM*	5%
-2%	-15%	-6%	-4%	0%	6%	CCC(=O)Nc1nc(C)c(C(=O)NC2CCCCC2)s1	-1	10%[59 µM]	0%
-3%	-24%	10%	-4%	?	2%	CCCn1c(C)cc(/C=C(\C#N)C(=O)OCC(=O)Nc2ccc(OC)c(Cl)c2)c1C	-4	-12%	-2%
1%	-14%	19%	-27%	?	5%	COc1ccc(NC(=O)C(=O)c2cn(CC(=O)N3CCOCC3)c3ccccc23)cc1OC	1	6%	10%
2%	-12%	24%	9%	-2%	7%	O=C(NCc1ccccn1)c1ccc(NC(=O)c2ccco2)cc1	6	-28%[12.7 µM]	-3%
-1%	-3%	67%[activator]	1%	11%	-14%	CC1CCCCC1NC(=O)NC(=O)CCl (centres undefined)	2	?	0%
22%	3%	13%	-9%	0%	-1%	CCOC(=O)C1CCCN(S(=O)(=O)c2cc(OCC(=O)NC3CCCCC3)c(C)cc2Cl)C1 (centres undefined)	-1	2%	6%
-2%	35µM*	18%	?	-2%	1%	Cc1ccc(-c2nc3ccccc3c(=O)n2O)cc1	-1	32µM*	-2%
-6%&0%	-30%&-35%	8%&-5%	?	?	2%&4%	CC1CCN(CC(=O)N2CCCc3c2c(=O)oc2ccc(OCc4ccccc4)cc32)CC1	-1&-1	-35%[59 µM]	-4%&1%
5%	-24%	-10%	?	0%	1%	CC1S/C(=N/N=C/c2ccco2)N(Cc2ccccc2)C1=O (centres undefined)	-7	/	-1%
3%	-12%	24%	0%	3%	0%	CC(/C=C/c1ccccc1)=N\NC(=O)CNC(=O)c1ccccc1Cl	-2	16%[59 µM]	-4%

# Compound activity from PubChem BioAssay.
